# HEK293 tox: cytotoxicity in counter-screen for GLP-1R inverse agonists; HEK293 cAMP-luciferase reporter cells, luminescence, 24 h; Potency, µM (doses to about 38.3 µM), inactives show at the top dose activity change, negative = inhibition, usual class: inhibitors; actives 0.13% (n = 410,000); AID 624418;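 further: loss of luciferase light is scored as toxicity; potency means the concentration at half of the fitted maximal effect; on the % scale 0 is the no-effect control and ±100 the full control effect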
#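 Luminescence readout: signal drop marks cytotoxicity. Plated cells grew 12 h at 37 °C, 5% CO2, received 23 nL compound for 24 h, then got luciferase reagent, read after 12 min at RT.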
# Akt phos inh: inhibitors of Akt phosphorylation; Neuro2A IGF-stimulated pAkt S473 HTRF, 20 min; stronger effect = lower value; AID 651550; activity change, % for hits at 50 µM; actives 0.32% (n = 360,000); in the data active means activity change below about -80%; inconclusive means mostly about -51% to -80%; further: on the % scale 0 is the no-effect control and ±100 the full control effect
#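 Neuro2A cells (4,500/well, DMEM with 0.5% FBS) were treated with compound at a single 50 µM final concentration, stimulated with 6 nM IGF for 20 min at 37 °C, and lysed. Phospho-Akt Ser473 was read by HTRF as 665/615 ratio ×10^4.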
# PTHR1 agonist: agonists of human PTHR1 parathyroid hormone receptor; HEK293 GP2 PTHR1 cells, GloSensor cAMP luminescence, 1 h; AID 743266; Potency, µM (highest dose often 115 µM), inactives show top-dose activation, actives largely listed as activators; actives 0.075% (n = 410,000); further: potency means the concentration at half of the fitted maximal effect; nearly all actives have a fitted effect of over 55% in size; some results filed as inactive show a strong effect at the top dose; inactives centre near -15; many of its hits are not listed in these tables
# Target sequence (Q03431 whole entry, looked up): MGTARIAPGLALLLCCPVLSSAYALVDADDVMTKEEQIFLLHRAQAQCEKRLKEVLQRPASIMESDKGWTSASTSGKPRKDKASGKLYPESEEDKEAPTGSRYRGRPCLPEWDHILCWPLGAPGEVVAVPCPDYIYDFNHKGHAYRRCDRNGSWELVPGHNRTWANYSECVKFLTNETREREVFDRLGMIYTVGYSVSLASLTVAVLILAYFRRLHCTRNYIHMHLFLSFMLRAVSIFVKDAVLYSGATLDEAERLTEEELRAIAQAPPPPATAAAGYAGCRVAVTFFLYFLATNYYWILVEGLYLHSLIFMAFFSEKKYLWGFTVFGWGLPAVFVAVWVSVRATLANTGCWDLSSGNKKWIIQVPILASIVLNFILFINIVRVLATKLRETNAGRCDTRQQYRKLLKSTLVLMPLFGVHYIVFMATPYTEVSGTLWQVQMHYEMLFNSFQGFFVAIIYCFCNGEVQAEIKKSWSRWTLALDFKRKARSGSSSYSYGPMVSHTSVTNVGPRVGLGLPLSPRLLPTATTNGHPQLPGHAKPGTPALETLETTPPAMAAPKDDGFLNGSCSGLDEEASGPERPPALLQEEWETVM
#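 HEK-293-derived GP2 cells expressing PTHR1 and a GloSensor cAMP reporter, 3,000/well, plated overnight, given luciferin plus IBMX (each 0.5 mM as added) for 1 h at 37 °C, then compound for 1 h at 37 °C. Luminescence was read after 15 min at room temperature.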
# FUS suppressor: rescues growth of FUS-expressing yeast. S. cerevisiae FUS-expressing, growth rescue, OD600, 24 h. Potency, µM (top dose mostly 76.6 µM), without a hit: at the highest dose growth rescue (activation), most hits filed as activators. actives 0.24% (n = 390,000). AID 1347120;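 further: potency means the concentration at half of the fitted maximal effect; plate controls were DMSO vehicle for no effect and reference control for full effect; nearly all actives have a fitted effect of over 55% in size; some results filed as inactive show a strong effect at the top dose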
#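 Yeast FUS proteinopathy model; galactose-induced FUS (2%), starting OD 0.005. Cpds in dilution series, 24hr, 30C, 99% humidity. Abs 600 nm growth. Pos ctrl CP55940 (top 92uM final); neg ctrl DMSO.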
# aSyn rescue: alpha-synuclein toxicity inhibition in yeast | Yeast expressing alpha-synuclein, growth rescue, BacTiter-Glo, 24 h | Potency, µM (titrated, usually from 46.1 µM), for inactives: top-dose growth rescue (activation), actives largely listed as activators | actives 0.14% (n = 370,000) | AID 652106; further: potency means the concentration at half of the fitted maximal effect; % of control where 0% means no effect; nearly all actives have a fitted effect of over 65% in size
#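 Rescue of yeast growth: cells expressing toxic alpha-synuclein, induced in galactose at OD600 0.02, incubated with compound 24 h at 30 C. ATP luminescence quantified growth; inhibitors of toxicity appear as activators.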
# GLP1R inv ag: inverse agonists of human GLP-1 receptor; actives 1.6% (n = 410,000); P43220; HEK293 GLP-1R CRE-luciferase, luminescence, 24 h; GLP-1R form is constitutively active; Potency, µM (highest dose often 38.3 µM), for the others: top-dose activity change, negative = inhibition, usual class: inhibitors; AID 624417; further: potency means the concentration at half of the fitted maximal effect; on the % scale 0 is the no-effect control and ±100 the full control effect; nearly all actives have a fitted effect of over 55% in size
# Target sequence (P43220 whole entry, looked up): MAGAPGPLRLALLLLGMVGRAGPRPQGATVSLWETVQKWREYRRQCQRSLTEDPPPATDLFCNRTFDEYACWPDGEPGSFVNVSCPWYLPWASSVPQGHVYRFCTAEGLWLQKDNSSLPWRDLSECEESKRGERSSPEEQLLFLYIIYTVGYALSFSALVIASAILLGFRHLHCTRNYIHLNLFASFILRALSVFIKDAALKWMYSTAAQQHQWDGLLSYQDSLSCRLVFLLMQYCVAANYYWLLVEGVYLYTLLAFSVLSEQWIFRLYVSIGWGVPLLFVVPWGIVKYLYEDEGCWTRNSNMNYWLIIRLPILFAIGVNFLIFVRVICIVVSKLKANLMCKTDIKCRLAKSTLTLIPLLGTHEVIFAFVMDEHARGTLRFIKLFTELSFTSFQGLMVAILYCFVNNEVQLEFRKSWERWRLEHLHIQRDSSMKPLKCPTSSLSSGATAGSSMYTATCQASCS
#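 Assay principle: reduced luminescence from a cAMP-responsive reporter in HEK293 cells co-expressing a constitutively active GLP-1R. Conditions: 24 hr compound incubation, 37 deg C, 5% CO2.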
# TDP-43 yeast inh: TDP-43 toxicity inhibition in yeast; TDP-43 expressing yeast growth rescue, BacTiter-Glo, 24 h; Potency, µM (titrated, usually from 46.1 µM), for inactives: at the top dose growth rescue (activation), hits mostly activators; actives 1.8% (n = 410,000); AID 652104; further: potency means the concentration at half of the fitted maximal effect; % of control where 0% means no effect; nearly all actives have a fitted effect of over 50% in size
#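 Readout is BacTiter-Glo luminescence of cell growth, so inhibitors register as activators. TDP-43-expressing yeast at OD600=0.02 in galactose medium, after raffinose pregrowth to mid-log, were incubated with compound for 24 hr at 30 deg C.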
# MmCpn inh: inhibitors of Methanococcus maripaludis chaperonin (MmCpn). AID 504842. purified Mm-Cpn ATPase, ADP Transcreener TR-FRET. actives 0.031% (n = 330,000). Potency, µM (top dose mostly 76.9 µM), for the others: at the highest dose activity, negative = inhibition, actives largely listed as inhibitors; further: potency means the concentration at half of the fitted maximal effect; on the % scale 0 is the no-effect control and ±100 the full control effect; nearly all actives have a fitted effect of over 80% in size
#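 ATPase read-out: TR-FRET ADP immunoassay (anti-ADP Eu cryptate vs ADP-d2), ex 320 nm, em 590/665 nm; signal drops as ADP forms. Enzyme 25 nM, ATP 10 uM, 30 min at 37°C after 10 min compound preincubation.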
# Abeta rescue: restores growth of yeast expressing A-beta42 peptide | yeast expressing A-beta42, growth rescue, OD600, 48 h; response scale: 0% DMSO, 100% iron-clioquinol control | Potency, µM (doses to about 46.1 µM), without a hit: at the top dose growth rescue, actives largely listed as activators | actives 0.063% (n = 410,000) | AID 1347071; further: potency means the concentration at half of the fitted maximal effect; nearly all actives have a fitted effect of over 55% in size
#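 Yeast A-beta toxicity model in growth medium with pinned compounds, 48 h at 30 C; growth read as absorbance at 600 nm. Normalized to FeCl3/clioquinol equimolar mix (positive) and DMSO (negative).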
# Numbers without * were called inactive; i = inactive; ? = inconclusive; . = not tested or not shown; & = joins results of further samples; [ ] = another dose, or the depositor's remark. Unless noted, the call rests on the fitted dose curve; in most records, active means well fitted curve in the direction sought with a large enough effect; inconclusive means small, poorly fitted or top-dose-only effect, or another doubt; inactive means no such curve, though single readings can be large; an effect the other way counts as inactive or inconclusive. Only part of the results is shown (hit frequency here may not be typical).
# Second line of a record: FUS suppressor | GLP1R inv ag | aSyn rescue | MmCpn inh | Abeta rescue | PTHR1 agonist | Akt phos inh | TDP-43 yeast inh | HEK293 tox
- COc1ccccc1CNS(=O)(=O)c1cc(C(=O)NCC2CCCO2)c(Cl)cc1Cl (stereo not given)
 : 14% | ? | -12% | 3% | -1% | i | i | 0% | -20%
- Cc1cccc(NC(=O)c2cc3c(C)nn(-c4ccccc4)c3s2)c1
 : 30%&-11% | ? | . | . | 4% | i | . | 35µM* | -1%
- O=C(NCCCC1CCCC1)C1CCC(=O)N(Cc2cccc(F)c2)C1 (stereo not given)
 : 22% | ? | 14% | -4% | -1% | i | i | -24% | -5%
- Cc1ccc(C(=O)NCC2CCCN2S(=O)(=O)c2ccc(C)cc2)cc1 (stereo not given)
 : ? | ? | 0% | 0% | 1% | -10% | i | 20% | -8%
- CCCCOc1ccc(C2(C(=O)O)CCCC2)cc1
 : 10% | 11% | 1% | 0% | ? | 3%[57.5 µM] | i | 4% | 3%
- Cc1ccc(/C=C2\SC(=S)N(C3CCS(=O)(=O)C3)C2=O)o1 (stereo not given)
 : ? | ? | ? | -2% | 0% | i | i | ? | -26%
- Cc1ccc(C)c(Cn2cnc3c(nnn3-c3ccc(F)cc3)c2=O)c1
 : 13% | -9% | 0% | 2% | -9% | ? | i | -5% | 16%
- CC(c1ccccc1)n1cc(C(=O)NCC2COc3ccccc3O2)nn1 (stereo not given)
 : 23% | ? | 1% | 2% | 14% | -36%[inhibitor] | i | 11% | 5%
- Cc1cccc(C)c1-n1nnnc1SCC(=O)c1c(N)n(C2CC2)c(=O)[nH]c1=O
 : -18% | 9% | 0% | 1% | 2% | -21% | i | 7% | -3%
- CCN(c1ccccc1)S(=O)(=O)c1ccc(OC)c(NC(=O)c2cccs2)c1
 : 10% | ? | 8% | -2% | 6% | -1% | i | 12% | -10%
- COC(=O)CCC(=O)Nc1ccc(S(=O)(=O)N2CCc3ccccc32)cc1
 : -3% | -1% | -11% | 1% | 7% | -18% | i | -5% | -8%
- C[C@@H]1CN([C@@H](C)CO)C(=O)CCCn2nncc2CO[C@@H]1CN(C)S(=O)(=O)c1ccc(Cl)cc1
 : -2% | 10% | 2% | . | 9% | i | i | 20% | 0%
- Cc1cc(C)cc(C(N)=Nc2cccc(C#N)c2)c1
 : 3% | -15% | -18% | 2% | -4% | i | i | -10% | -4%
- COc1ccccc1-c1nc(SCC(=O)NCc2ccc(C)cc2)c2c(=O)n(C)c(=O)n(C)c2n1
 : -20% | 7% | . | . | 5% | -16% | . | 24%[9.22 µM] | -2%
- Cc1ccc(NC(=O)C2CCCN(S(=O)(=O)c3ccc4c(c3)oc(=O)n4C)C2)cc1Cl (stereo not given)
 : -40% | 16% | . | . | -5% | i | . | 12% | 4%

# Next section (2 carried over from the part before).
# Second line of a record: FUS suppressor | GLP1R inv ag | aSyn rescue | MmCpn inh | Abeta rescue | PTHR1 agonist | Akt phos inh | TDP-43 yeast inh | HEK293 tox
- COc1ccccc1-c1nc(SCC(=O)NCc2ccc(C)cc2)c2c(=O)n(C)c(=O)n(C)c2n1
 : -20% | 7% | . | . | 5% | -16% | . | 24%[9.22 µM] | -2%
- Cc1ccc(NC(=O)C2CCCN(S(=O)(=O)c3ccc4c(c3)oc(=O)n4C)C2)cc1Cl (stereo not given)
 : -40% | 16% | . | . | -5% | i | . | 12% | 4%
- CCOc1ccc(NC(=O)CN(C)C2=NS(=O)(=O)c3ccccc32)cc1
 : -10% | 3% | -8% | . | -5% | i | i | 1% | 0%
- Cc1ccc(CN2CCCn3nc(C(=O)NCC(C)c4ccccc4)cc3C2=O)cc1 (stereo not given)
 : 9% | ? | . | . | -11% | -53%[inhibitor] | . | 0% | -6%
- COC(=O)c1ccc(COC(=O)CNC(=O)c2cccc(OC)c2)o1
 : 27% | 8% | 8%[1.84 µM] | -2% | -3% | i | i | 9% | 3%
- CC(C)n1c(=O)c2ccccc2n1CC(=O)N1CCOCC1
 : -8% | 27% | -8% | . | -3% | -20% | i | 19% | -3%
- O=[N+]([O-])c1ccc(NCCc2ccccc2)c(Br)c1
 : -21% | ? | -1% | -1% | 0% | i | i | ? | -2%
- N#C/C(=C\c1ccc(OC(=O)c2ccc(Br)s2)cc1)c1nc2ccccc2[nH]1
 : 18% | 6% | -4% | 0% | 6% | i | i | -22% | -1%
- CCOc1ccc2cc(/C=C/C(=O)c3ccco3)c(Cl)nc2c1
 : 7% | -10% | -1% | -1% | 11% | -31%[inhibitor][57.5 µM] | i | 7.9µM* | -6%
- Cc1oc(-c2ccc(Cl)cc2)cc1C(=O)NC1CCN(Cc2ccccc2)CC1
 : 10% | ? | 0% | 0% | 2% | i | i | -32%[inhibitor] | 0%
- CCC(C)N1CC23C=CC(O2)C(C(=O)OCc2ccccc2)C3C1=O (stereo not given)
 : 6% | 10% | 5% | -1% | 16% | -20%[57.5 µM] | i | 10% | -6%
- O=C(NC1(C(F)(F)F)C(=O)Nc2c1c(=O)[nH]c(=O)n2-c1ccc(F)cc1)c1cccnc1 (stereo not given)
 : -30% | -12% | . | 2% | -7% | i | . | -2% | -4%
- O=C1NC[C@@H](CCCCN2C[C@H](Cc3ccc(O)cc3)N(CCc3ccc(O)cc3)C(=O)C2=O)N(CCc2ccccc2)C1=O
 : 12% | 10% | -2% | . | 1% | -17% | i | 9% | 7%
- COc1ccc(COCC(O)CN2CCc3ccccc3C2)cc1OC (stereo not given)
 : -5% | -25% | 0% | -1% | -11% | i | i | 12%[9.22 µM] | 2%
- O=C(O)/C=C/C(=O)N1CCN(S(=O)(=O)c2cc(C(F)(F)F)ccc2Cl)CC1
 : 6% | 8% | -1% | 2% | 10% | 1% | i | -16%[1.82 µM] | 11%
- Cc1cccc(CNC(=O)Cn2c(-c3cccs3)cc3ccccc32)c1
 : -7% | -25% | . | . | -29% | 3% | . | -16% | -13%
- COCCCNC(=O)/C(C#N)=C/c1c(N2CCN(c3cccc(Cl)c3)CC2)nc2c(C)cccn2c1=O
 : 39% | -10% | 5% | 1% | -1% | -15% | i | -2% | 112%[activator]
- Cc1ccc(NC(=O)c2ccccn2)c(Br)c1
 : -1% | 17% | -4% | -1% | -39%[inhibitor] | -40%[inhibitor] | i | 16% | 15%
- O=S(=O)(NCc1ccccn1)c1ccccn1
 : -27% | 12% | 1% | 0% | 14% | -27% | i | 16% | 10%
- C[C@H](CO)N1C[C@H](C)[C@@H](CN(C)S(=O)(=O)c2cccs2)Oc2ccc(NS(=O)(=O)c3ccccc3)cc2CC1=O
 : ? | 1% | -9% | 0% | 5% | -5% | i | 27% | -3%
- Cc1ccc(-n2ncc3c(NCCc4ccccc4)ncnc32)cc1C
 : 17% | ? | . | . | -1% | -29% | . | ? | -7%
- Cc1oc(-c2ccc(Cl)cc2)nc1CN1CCCC(C(=O)NCc2ccc(Cl)cc2)C1 (stereo not given)
 : 13% | 1% | . | . | -1% | -16% | . | -2% | 0%
- C[C@H](NC(=O)[C@H]1N2C(=O)c3ccccc3C2SC1(C)C)C(=O)NCC1CCCO1 (stereo not given in full)
 : 1% | 1% | 16% | 1% | -5% | i | i | 7% | -1%
- CC(=O)NS(=O)(=O)c1ccc(N2C(=O)CC(Sc3nccc(C)n3)C2=O)cc1 (stereo not given)
 : 11% | 3% | 4% | -1% | 17% | -24% | i | 7% | -8%
- CCCN(CC1CC1)c1nc(N)c2c(N)nc(OC)cc2c1C#N
 : 16% | -4% | -4% | -1% | -13% | -15% | i | 5% | 45%[activator]
- CCOC(=O)c1ccc(COC(=O)CCc2nc3ccccc3[nH]c2=O)o1
 : -1% | 2% | 0% | 2% | 24% | -15%[57.5 µM] | -103%* | -5% | 5%
- COc1ccc(Oc2ccccc2/C=N/O)cc1
 : -5% | 1µM* | 0% | 1% | -14% | -31%[inhibitor] | i | ? | 8%
- COc1cc2c(c(OC)c1OC)C(=O)C(=Cc1ccccc1)O2
 : 22% | 14% | 5% | . | -4% | -20% | i | ? | 9%
- CS(=O)(=O)N1CCN(C(=O)Cc2cccs2)CC1
 : 12% | 9% | 1% | 0% | 5% | -7%[57.5 µM] | i | -16% | -4%
- O=C(CN1CCN(c2ccc(F)cc2)CC1)NCc1ccc(Cl)cc1
 : -13% | ? | 2% | 3% | 0% | -27% | i | 16% | 5%

# 5 consecutive entries from above, quoted:
# Second line of a record: FUS suppressor | GLP1R inv ag | aSyn rescue | MmCpn inh | Abeta rescue | PTHR1 agonist | Akt phos inh | TDP-43 yeast inh | HEK293 tox
- Cc1ccc(NC(=O)c2ccccn2)c(Br)c1
 : -1% | 17% | -4% | -1% | -39%[inhibitor] | -40%[inhibitor] | i | 16% | 15%
- O=S(=O)(NCc1ccccn1)c1ccccn1
 : -27% | 12% | 1% | 0% | 14% | -27% | i | 16% | 10%
- C[C@H](CO)N1C[C@H](C)[C@@H](CN(C)S(=O)(=O)c2cccs2)Oc2ccc(NS(=O)(=O)c3ccccc3)cc2CC1=O
 : ? | 1% | -9% | 0% | 5% | -5% | i | 27% | -3%
- Cc1ccc(-n2ncc3c(NCCc4ccccc4)ncnc32)cc1C
 : 17% | ? | . | . | -1% | -29% | . | ? | -7%
- Cc1oc(-c2ccc(Cl)cc2)nc1CN1CCCC(C(=O)NCc2ccc(Cl)cc2)C1 (stereo not given)
 : 13% | 1% | . | . | -1% | -16% | . | -2% | 0%

# Screening results deposited in PubChem by National Center for Advancing Translational Sciences (NCATS).
